# Screening data from PubChem BioAssay.
# GASC-1 inh = human JMJD2C demethylase inhibition; Q9H3R0; GST-JMJD2C(1-420) H3K9me3 demethylation, DELFIA europium; inhibition, % at 2.35 µM; 330,000 compounds, 0.069% hits;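 active = more than half of a compound's replicate wells show inhibition beyond 50%, single wells judged on their own value; inconclusive = some, but no more than half, of replicates pass 50% inhibition; inactive = no replicate passes 50% inhibition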;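 note: signal counts dimethyl H3K9 product captured on neutravidin plate; 0% = median of DMSO wells and 100% = 0.3 times that DMSO median; strong numbers were not always called active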
# Target sequence (Q9H3R0 1-420 limits assumed): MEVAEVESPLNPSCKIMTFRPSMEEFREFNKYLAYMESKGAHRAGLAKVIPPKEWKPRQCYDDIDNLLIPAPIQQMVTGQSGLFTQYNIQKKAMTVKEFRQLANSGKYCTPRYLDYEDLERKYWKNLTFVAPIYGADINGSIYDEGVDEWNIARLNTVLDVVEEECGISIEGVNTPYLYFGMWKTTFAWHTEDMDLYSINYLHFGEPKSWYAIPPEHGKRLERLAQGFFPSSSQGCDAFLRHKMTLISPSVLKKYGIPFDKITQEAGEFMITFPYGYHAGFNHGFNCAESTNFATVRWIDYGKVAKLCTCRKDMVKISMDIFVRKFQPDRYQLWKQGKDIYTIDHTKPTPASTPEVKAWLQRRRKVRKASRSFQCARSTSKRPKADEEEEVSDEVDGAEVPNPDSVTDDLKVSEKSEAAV
# EBNA-1 inhibitor = blocks EBNA-1 binding to DNA. inhibition, % at 14.8 µM. AID 1950. 300,000 compounds, 0.34% hits. EBNA-1 DNA binding, fluorescence polarization; in the data active = inhibition above about 28%
# CTSL1 counter = cathepsin L1 inhibition, PFM18AAP counter-screen; 300,000 compounds, 0.49% hits; inhibition, % at 5.96 µM; recombinant F. hepatica cathepsin L1, Z-Leu-Arg-MCA fluorescence; AID 1906;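 active = inhibition above the mean of all tested compounds plus 3 SD, set per screening campaign, cut at about 17% in these data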;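 note: 0% = plate median of test compound wells and 100% = 1 µM Z-Phe-Ala-diazomethylketone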
# TPT1 inhibitor = blocks Candida albicans tRNA 2'-phosphotransferase; recombinant caTPT1, FP RNA substrate dephosphorylation; inhibition, % at 5 µM; 300,000 compounds, 0.81% hits; AID 1962;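 active = inhibition above the mean of all tested compounds plus 3 SD, set per screening campaign, cut at about 24% in these data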;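 note: plate controls were DMSO alone for no effect and ferristatin control at 100 nM for full effect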
# HCV core dimer = HCV core protein dimerization inhibition | TR-FRET GST/Flag-core106 dimerization, 1536-well | inhibition, % at 5 µM | 300,000 compounds, 0.33% hits;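 active = inhibition above the mean of all tested compounds plus 3 SD, set per screening campaign, cut at about 45% in these data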
#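 Material: Tagged HCV core106 pair (GST and Flag) | Amount: GST-core106 13.5 nM, Flag-core106 17 nM | Medium: KF-containing HEPES buffer, pH 7.45, DTT, CHAPS, BSA | Reagent: Eu donor and XL665 acceptor anti-tag antibodies | Schedule: 4 h at 22.5 °C | Technique: Time-resolved FRET, ex 340 nm, em 617 and 671 nm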
# ZTA counter = counter-screen for EBNA-1 inhibitors: inhibitors of Epstein-Barr virus ZTA; AID 2234; ZTA-DNA binding, fluorescence polarization; inhibition, % at 11 µM; 320,000 compounds, 0.15% hits; in the data active = inhibition above about 33%
# Target sequence (P03206 whole entry, looked up): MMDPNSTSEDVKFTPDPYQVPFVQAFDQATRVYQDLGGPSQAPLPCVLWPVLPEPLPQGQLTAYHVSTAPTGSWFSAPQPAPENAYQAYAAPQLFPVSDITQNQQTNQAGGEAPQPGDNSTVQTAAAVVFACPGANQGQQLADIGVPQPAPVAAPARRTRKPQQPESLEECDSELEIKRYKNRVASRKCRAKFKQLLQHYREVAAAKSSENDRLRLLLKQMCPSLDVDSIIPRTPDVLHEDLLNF
# PP1 inh = PP1-alpha (human) inhibition in PP5 counter-screen | P62136 | purified PP1alpha, OMFP fluorescence | inhibition, % at 6.7 µM | 320,000 compounds, 0.9% hits;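 active = inhibition above the mean inhibition of all tested compounds plus 3 SD, computed separately for each screening campaign, cut at about 15% in these data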
# Target sequence (P62136 whole entry, looked up): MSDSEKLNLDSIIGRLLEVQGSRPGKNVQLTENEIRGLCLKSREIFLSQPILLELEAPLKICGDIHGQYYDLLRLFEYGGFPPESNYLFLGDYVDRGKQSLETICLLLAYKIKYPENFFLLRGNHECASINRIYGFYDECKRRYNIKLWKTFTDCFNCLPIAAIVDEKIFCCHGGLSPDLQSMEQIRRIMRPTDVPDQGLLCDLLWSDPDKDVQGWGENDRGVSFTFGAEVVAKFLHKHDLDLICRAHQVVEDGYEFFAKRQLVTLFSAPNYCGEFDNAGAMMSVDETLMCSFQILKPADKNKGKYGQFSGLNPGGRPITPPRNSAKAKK
# CR mimetic SO = caloric restriction mimetics inhibiting age-related superoxide in yeast; S. cerevisiae aged cells, superoxide DHE fluorescence; active compounds read low; superoxide response (% of plate mean), % at 10 µM; 330,000 compounds, 0.18% hits;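 active = superoxide response under a set limit, about three screen SD below normal, cut at about 65% in these data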;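 note: yeast aged for seven days with compound at 30 °C before DHE staining; 100% = average MFI of all compound-treated wells on the plate with controls excluded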
# PP5 primary = blocks human protein phosphatase 5 activity. P53041. purified PP5c, OMFP substrate fluorescence. inhibition, % at 6.7 µM. 320,000 compounds, 0.18% hits;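 active = inhibition above the campaign's mean inhibition across all tested compounds plus 3 SD, cut at about 9.5% in these data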;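 note: 0% = DMSO only and 100% = 100 µM cantharidin control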
# * = called active by the depositor; ? = inconclusive; . = not tested or not shown.
1) COc1nnc(-c2ccc(N3CCOCC3)c(NC(=O)c3ccco3)c2)c2ccccc12
2) CCC(Oc1ccc(C)c(C)c1)C(=O)N1CCCN(C)CC1 (configuration not stated)
3) COc1cc2cc(C(=O)N3CCN(Cc4ccc5c(c4)OCO5)CC3)[nH]c2cc1OC
4) Nc1nonc1-n1nnc(C(=O)N/N=C/c2c(Cl)cccc2Cl)c1CN1CCOCC1
5) COc1ccc(CCNC(=O)c2oc3ccccc3c2C)cc1
6) CCCCCCCCCOC(=O)C[n+]1csc(CCO)c1C
7) COC(=O)COc1ccc(C2NC(=O)NC(C)=C2C(=O)NCc2ccccc2)cc1OC (configuration not stated)
8) Cc1ccccc1NC(=O)Cc1nnc(SCC(=O)NC2=NCCS2)n1C
screen / no.,1,2,3,4,5,6,7,8
GASC-1 inh,-5,9,-3,1,7,10,-11,?
EBNA-1 inhibitor,3,2,-15,-12,.,-3,-5,1
CTSL1 counter,7,-2,3,-2,.,-2,2,1
TPT1 inhibitor,1,2,-1,3,.,3,-4,-6
HCV core dimer,11,1,-2,-1,.,-3,-7,-3
ZTA counter,1,8,3,-2,-5,8,-15,6
PP1 inh,-1,1,1,-6,3,-1,-1,1
CR mimetic SO,107,111,86,88,104,130,99,98
PP5 primary,-0.5,2.9,2.5,-5.7,2.2,0.8,1.8,-1.4

9) Cc1cc(C)n(-c2ccc(C(=O)OCC(=O)NCc3ccco3)cc2)n1
10) Cc1nc2ccccc2cc1C(=O)NCc1ccco1
11) O=C(NCc1nc2ccccc2[nH]1)C1=C[C@H](c2coc3ccccc3c2=O)C[C@H](OCCCCO)O1
12) Cc1nc([N+](=O)[O-])cn1CC(=O)Nc1ccc2c(c1)OCO2
13) O=C(c1ccncc1)N1N=C(c2ccc(Cl)cc2)CC1c1ccccc1O (configuration not stated)
14) CC(NC(=O)c1ccccc1NC(=O)c1ccco1)C(=O)O (configuration not stated)
15) Cc1ccccc1/C=N/NC(=O)c1ccc(-n2cnnn2)cc1
16) CN(C(=O)COC(=O)C12CC3CC(CC(C3)C1)C2)c1c(N)n(Cc2ccccc2)c(=O)[nH]c1=O
screen / no.,9,10,11,12,13,14,15,16
GASC-1 inh,-1,5,-28,4,7,-1,2,1
EBNA-1 inhibitor,6,8,-5,0,3,-5,.,.
CTSL1 counter,-3,-2,-2,2,1,-3,.,.
TPT1 inhibitor,-1,-7,1,-4,16,1,.,.
HCV core dimer,1,4,-10,-1,17,-2,.,.
ZTA counter,15,-5,0,-6,-4,-7,-4,-3
PP1 inh,-1,-1,5,-3,-3,0,-1,1
CR mimetic SO,105,113,92,91,111,98,84,97
PP5 primary,1.8,-1.3,3.2,-0.2,-0.6,0.7,0.7,0.5

17) O=c1[nH]c2ccc(S(=O)(=O)N3CCN(C4CCCCC4)CC3)cc2[nH]c1=O
18) Cc1ccc(C(=O)Nc2c[nH]c(=O)[nH]c2=O)cc1
19) COc1ccc(-c2csc(NC(=O)COC(=O)Cc3ccc(Cl)cc3Cl)n2)cc1
20) COc1ccccc1CNc1ncccn1
21) COCCN(C(=O)CNC(=O)c1cccs1)C(C(=O)NC1CCCCC1)c1ccco1 (configuration not stated)
22) CCOC(=O)C1(C)C=C(Nc2ccc(OC)cc2)C(=O)N1c1ccc(OC)cc1 (configuration not stated)
23) Cc1ccc(CCNC(=O)CN(C)S(=O)(=O)c2ccc3c(c2)n(C)c(=O)c(=O)n3C)cc1
24) Fc1ccc(NC(=S)N2CCOCC2)c(F)c1
screen / no.,17,18,19,20,21,22,23,24
GASC-1 inh,4,2,4,-39,.,2,78,29
EBNA-1 inhibitor,8,-12,8,-11,0,4,-10,9
CTSL1 counter,2,1,-4,1,0,-1,-8,2
TPT1 inhibitor,-2,1,-2,-2,-1,-5,-1,0
HCV core dimer,0,0,11,-1,0,-8,-1,-6
ZTA counter,-12,-7,2,-5,-4,-12,-8,3
PP1 inh,-3,0,3,-2,-5,0,-3,-7
CR mimetic SO,85,97,98,101,80,99,108,101
PP5 primary,-0.6,-2.3,1.3,4.3,-0.4,-1.7,0.3,-1.5

25) COc1ccc(CNC(=O)CCCn2ccc3cc(S(=O)(=O)N4CCCC4)ccc32)cc1
26) Cc1ccc(CN2CCNC(=O)C2CC(=O)N(C)C2CCCCC2)o1 (configuration not stated)
27) Cn1c(=O)oc2cc(S(=O)(=O)NCCC(=O)Nc3ccc4c(c3)OCCO4)ccc21
28) CC(C)N(NC(=O)c1cccc2ccccc12)C(C)C
29) Cc1ccc(C)c(N2N=C(C(=O)Nc3cccc(S(=O)(=O)N4CCCCC4)c3)CCC2=O)c1
30) COC(C/C=C/[C@@H](O)COCc1ccccc1)OC
31) COCCCNC(=O)CSc1ccsc1[N+](=O)[O-]
32) O=C(Cn1ccc(NC(=O)OCc2ccccc2)nc1=O)NCc1ccccn1
screen / no.,25,26,27,28,29,30,31,32
GASC-1 inh,-9,16,-21,-1,-3,3,1,-3
EBNA-1 inhibitor,-3,-3,7,14,.,12,0,.
CTSL1 counter,0,0,-5,1,.,-1,-1,.
TPT1 inhibitor,2,0,-4,-1,.,0,-1,.
HCV core dimer,8,12,-3,-2,.,-3,-6,.
ZTA counter,-3,2,-16,-3,12,-26,16,-5
PP1 inh,-3,-1,-3,3,5,-3,-2,-1
CR mimetic SO,92,90,90,89,112,97,109,83
PP5 primary,3.3,7.6,-1.8,0.4,6.3,3.0,1.6,0.9

# An excerpt of these results, with values under each structure:
# Every second line gives: GASC-1 inh	EBNA-1 inhibitor	CTSL1 counter	TPT1 inhibitor	HCV core dimer	ZTA counter	PP1 inh	CR mimetic SO	PP5 primary
3: COc1cc2cc(C(=O)N3CCN(Cc4ccc5c(c4)OCO5)CC3)[nH]c2cc1OC
 : -3	-15	3	-1	-2	3	1	86	2.5
31: COCCCNC(=O)CSc1ccsc1[N+](=O)[O-]
 : 1	0	-1	-1	-6	16	-2	109	1.6
13: O=C(c1ccncc1)N1N=C(c2ccc(Cl)cc2)CC1c1ccccc1O (configuration not stated)
 : 7	3	1	16	17	-4	-3	111	-0.6
23: Cc1ccc(CCNC(=O)CN(C)S(=O)(=O)c2ccc3c(c2)n(C)c(=O)c(=O)n3C)cc1
 : 78	-10	-8	-1	-1	-8	-3	108	0.3
8: Cc1ccccc1NC(=O)Cc1nnc(SCC(=O)NC2=NCCS2)n1C
 : ?	1	1	-6	-3	6	1	98	-1.4
10: Cc1nc2ccccc2cc1C(=O)NCc1ccco1
 : 5	8	-2	-7	4	-5	-1	113	-1.3

# (list continues)
33) COc1ccc(CCNC(C)C(=O)Nc2ccc(S(N)(=O)=O)cc2)cc1 (configuration not stated)
34) Cc1cccc(Nc2nnc(SCC(=O)Nc3cccc(S(=O)(=O)N4CCCCC4)c3)s2)c1
35) NC(=O)c1c(NC(=O)Cc2cccs2)sc2c1CCC2
36) CCCn1nc(C(=O)NNC(=O)CCCOc2ccc(C)cc2)c2ccccc2c1=O
37) COc1ccc(NC(=O)CN(C)S(=O)(=O)c2cnc[nH]2)cc1OC
38) COc1ccc(OC)c(NC(=O)CCCC(=O)NC2CCCCC2)c1
39) CC1=NNC(=O)C1C(c1ccc(F)cc1)C(C#N)C#N (configuration not stated)
40) O=C(CSc1nnc(-c2ccc(Cl)s2)o1)N1CCc2ccccc21
screen / no.,33,34,35,36,37,38,39,40
GASC-1 inh,-8,5,-9,-5,7,2,-6,-16
EBNA-1 inhibitor,2,3,5,8,-9,-9,-21,10
CTSL1 counter,1,0,0,1,1,-3,0,-1
TPT1 inhibitor,-3,0,-4,-3,2,0,3,-2
HCV core dimer,12,26,27,0,-5,0,1,9
ZTA counter,-12,2,11,17,-1,-3,2,0
PP1 inh,1,4,10,-2,-6,-1,-4,5
CR mimetic SO,96,93,105,117,83,104,112,116
PP5 primary,-0.4,1.6,-0.1,0.2,-1.0,-1.1,2.1,-4.5

# Results in sequence from the list.
# PP5 primary, nos. 33–40, in order: -0.4, 1.6, -0.1, 0.2, -1.0, -1.1, 2.1, -4.5
# CR mimetic SO, nos. 33–40, in order: 96, 93, 105, 117, 83, 104, 112, 116

# (cont.)
41) c1ccc(CCc2ccccc2-c2nc(-c3ccccn3)no2)cc1
42) Cc1ccc(CN2[C@@H](c3ccccc3)COCCS2(=O)=O)cc1
43) O=C(NCc1ccccc1)C1CC(=O)N(C2CCCCCC2)C1 (configuration not stated)
44) Cn1c(N)c(C(=O)CCl)c(=O)n(C)c1=O
45) CC(C)Oc1ccc(C(=O)NCCCNC(=O)c2ccccn2)cc1
46) CCOC(=O)NNC(=O)CCn1c2c(c3ccccc31)CCCC2
47) NC(=O)CN1CCN(C(=O)Nc2ccccc2)CC1
48) CCc1nnc(NC(=O)CN2CCN(c3nc(-c4ccccc4)cs3)CC2)s1
screen / no.,41,42,43,44,45,46,47,48
GASC-1 inh,0,-1,-4,14,-4,1,0,3
EBNA-1 inhibitor,-9,0,-5,0,-11,-5,8,7
CTSL1 counter,-1,-1,-1,-2,1,4,1,0
TPT1 inhibitor,-3,-7,1,-3,-3,-2,-1,1
HCV core dimer,7,-1,-1,-2,-6,-3,1,0
ZTA counter,-2,-17,-13,-11,-2,3,10,5
PP1 inh,4,2,-3,-1,0,-1,-4,2
CR mimetic SO,104,95,90,94,93,109,110,81
PP5 primary,1.2,4.1,-1.1,0.3,0.6,1.1,-1.2,3.2

49) O=C(CSc1nnc(-c2ccc(Br)cc2)n1CCc1ccccc1)NC1CCS(=O)(=O)C1 (configuration not stated)
50) N#Cc1cc(C(=O)c2cc(Cl)ccc2O)cn(CC2CCCO2)c1=O (configuration not stated)
51) COc1ccc(-c2[nH]ncc2CNCC(C)(C)N2CCOCC2)cc1F
52) C/C(=N\NC(=O)c1cc(C)nc2ccccc12)c1ccccn1
53) COCCN(Cc1ccc(C)c(Br)c1)C(=O)Cn1cnc(S(=O)(=O)N2CCCC2)c1
54) O=Nc1c2nc3ccccc3n(O)c-2c2ccccc12
55) CCOc1ccc(NC(=O)COc2cccc3c2CCN(Cc2cccnc2)C3=O)cc1
56) O=C(NCC(c1ccco1)N1CCN(c2ccccc2)CC1)C(=O)NC1CCCC1 (configuration not stated)
screen / no.,49,50,51,52,53,54,55,56
GASC-1 inh,-3,-6,-8,10,7,-9,-2,-10
EBNA-1 inhibitor,6,-9,5,.,-12,2,-8,4
CTSL1 counter,4,1,4,.,0,9,-1,2
TPT1 inhibitor,2,0,-9,.,-2,-6,0,3
HCV core dimer,0,-5,0,.,2,-13,1,-1
ZTA counter,-14,8,6,13,12,13,-29,2
PP1 inh,-5,8,1,-6,-1,-1,-8,6
CR mimetic SO,96,106,89,124,91,106,107,101
PP5 primary,2.0,2.1,-0.4,0.1,1.5,2.4,-2.7,0.1

57) COc1ccc(NS(=O)(=O)c2cccc3nsnc23)cc1OC
58) COc1ccc(Nc2cc(C(=O)NC3CCCC3)c3ccccc3n2)c(OC)c1
59) Cc1ccc(-c2csc3nnc(SCc4csc(C)n4)n23)cc1
60) CN(C)c1ccc(C(=O)c2ccccc2)cc1
screen / no.,57,58,59,60
GASC-1 inh,-4,0,-4,1
EBNA-1 inhibitor,-10,-5,-2,3
CTSL1 counter,-1,-1,2,0
TPT1 inhibitor,0,-4,-1,48*
HCV core dimer,-5,-2,-4,-2
ZTA counter,-8,12,14,-11
PP1 inh,0,0,-3,0
CR mimetic SO,106,86,99,95
PP5 primary,4.2,2.6,-0.8,0.3
